TR-FRET SRC-2 ct: flags TR-FRET format artefacts in PPARgamma SRC-2 recruitment agonist screen | TR-FRET artefact counter-screen; stronger effect = higher value | actives 0.4% (n = 200,000) | TR-FRET ratio at 8 µM | AID 1049; in the data active = TR-FRET ratio above about 2000; also: inactives centre near 1500; reference of the scale not given here
L major viab: inhibitors of Leishmania major promastigote growth | actives 9% (n = 200,000) | inhibition, % at 10 µM | Leishmania major promastigotes, resazurin fluorescence viability | AID 1063; in the data active = inhibition above about 50%;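 also: promastigotes grown with compound for 44 hours at 28 °C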
S1P3 antagonist: antagonists of human S1P3 receptor | CHO S1P3 NFAT-BLA reporter, FRET fluorescence, antagonist mode | inhibition, % at 4.98 µM | actives 0.27% (n = 170,000) | AID 485;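 active = inhibition above the plate cutoff, the mean inhibition of test wells on that plate plus 3 SD, cut at about 28% in these data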;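 also: cells challenged with S1P at its EC80 of 0.8 µM; blue over green emission ratio from cleaved BLA substrate after 4 h stimulation; 0% = S1P-stimulated wells and 100% = unstimulated DMSO-only wells; some compounds past the cut are filed as inactive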
Target sequence (Q99500 whole entry, looked up): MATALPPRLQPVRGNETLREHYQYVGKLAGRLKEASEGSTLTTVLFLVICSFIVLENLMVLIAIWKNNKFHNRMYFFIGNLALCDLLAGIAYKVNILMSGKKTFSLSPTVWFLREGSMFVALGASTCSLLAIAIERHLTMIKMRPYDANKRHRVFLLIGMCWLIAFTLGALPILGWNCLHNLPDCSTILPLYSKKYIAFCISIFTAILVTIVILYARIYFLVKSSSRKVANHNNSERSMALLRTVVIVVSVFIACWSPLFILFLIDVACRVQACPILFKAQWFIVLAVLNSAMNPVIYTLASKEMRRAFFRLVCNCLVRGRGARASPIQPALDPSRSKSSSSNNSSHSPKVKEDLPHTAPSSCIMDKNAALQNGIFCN
DTT redox prof: compounds producing H2O2 with reducing agent – biochemical, NIH compound library profiling, artefact control for MLSCN library redox annotation, primary screen; DTT-dependent redox cycling H2O2, phenol red/HRP absorbance; 100% = 100 µM peroxide control, 0% = buffer; activation, % at 10 µM; actives 0.03% (n = 200,000); AID 878;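 active = activation of at least 50% relative to the plate's high and low controls in the primary single-dose screen; inactive = activation below 50%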;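 also: compound incubated with DTT at 0.8 mM final as the reducing agent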
PPARg SRC3 recr: promotes SRC-3 coactivator recruitment by human PPARgamma; P37231; biochemical PPARgamma/SRC-3 coactivator recruitment assay; actives 0.26% (n = 200,000); activation, % at 8 µM; in the data active = activation above about 23%;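 also: 0% = DMSO and 100% = reference agonist; some compounds past the cut are filed as inactive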
PPARg SRC1 recr: promotes SRC-1 coactivator recruitment by human PPARgamma; PPARgamma-SRC-1 coactivator recruitment biochemical assay; activation, % at 8 µM; actives 0.41% (n = 200,000); in the data active = activation above about 19%;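 also: 0% = DMSO and 100% = reference agonist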
PPARg SRC-2 ag: PPARgamma-driven SRC-2 recruitment agonism. activation, % at 8 µM. P37231. PPARgamma LBD-SRC-2 recruitment, biochemical. actives 0.34% (n = 200,000); in the data active = activation above about 22%;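 also: 0% = vehicle and 100% = reference agonist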
bIAP inhibitor: blocks bovine intestinal alkaline phosphatase activity | purified bovine IAP, CDP-star luminescence, 30 min | inhibition, % at 20 µM | 190,000 tested, under 10 active;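 active = over 50% inhibition of intestinal alkaline phosphatase at 20 µM in the single-dose screen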
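Assay system – bovine IAP enzyme · Quantity – bovine IAP at 1/65,000,000 final dilution · Detection – CDP-star luminescence signal · Times – 30 min reaction at room temperature · Also added – CDP-star substrate at 30 µM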
ROMK primary: modulates human ROMK potassium channel activity; P48048; Tet-inducible ROMK, thallium flux fluorescence; actives lie on both sides; B-score at 10 µM; actives 2% (n = 130,000); AID 1918;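 active = signal ratio slope over the read window, or its plate-corrected B-score, at least 3 SD from the plate mean, either direction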;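 also: B-score of the F/F0 ratio slope over 7 to 12 s after thallium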
Target sequence (P48048 whole entry, looked up): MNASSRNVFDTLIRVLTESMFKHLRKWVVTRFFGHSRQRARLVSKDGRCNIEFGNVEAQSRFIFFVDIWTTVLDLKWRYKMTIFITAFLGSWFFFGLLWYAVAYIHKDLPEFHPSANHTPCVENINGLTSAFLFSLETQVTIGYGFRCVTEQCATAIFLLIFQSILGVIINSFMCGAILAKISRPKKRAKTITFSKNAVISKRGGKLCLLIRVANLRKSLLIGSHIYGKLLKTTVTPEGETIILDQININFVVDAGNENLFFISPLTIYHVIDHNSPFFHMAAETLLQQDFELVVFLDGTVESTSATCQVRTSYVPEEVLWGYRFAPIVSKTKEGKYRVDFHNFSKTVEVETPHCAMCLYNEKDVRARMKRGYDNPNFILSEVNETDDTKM
Efa HMGR inh: blocks class II HMG-CoA reductase of Enterococcus faecalis. purified E. faecalis HMGR, NADPH absorbance 340 nm kinetic. inhibition, % at 10 µM. actives 0.41% (n = 190,000);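 active = inhibition above a set limit, the median over all tested compounds plus 3 SD, cut at about 9.5% in these data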;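 also: enzyme runs in reverse so mevalonate oxidation gives rising NADPH absorbance; 0% = complete reaction with DMSO and 100% = background rate lacking mevalonate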
RAM inhibit: blocks the yeast RAM network. actives 1.8% (n = 190,000). inhibition, % at 50 µM. S. cerevisiae dse1pr::URA3 reporter, 5-FOA growth OD615, 2 d; analog-sensitive cbk1-as2 kinase mutant strain. AID 868;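 active = inhibition above a set limit, 3 SD over mean compound inhibition, cut at about 8.4% in these data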;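 also: 0% = DMSO-only wells with no growth and 100% = 10 µM 1-NA-PP1 full growth; inhibition rescues growth on 5-FOA so higher OD means more RAM inhibition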
* = called active by the depositor.

What do the screens show for `C/C(=N/NC(=O)c1cc(C2CC2)[nH]n1)c1cccs1`?
TR-FRET SRC-2 ct: 1472; L major viab: 29; DTT redox prof: 0.2; PPARg SRC3 recr: 4; PPARg SRC1 recr: 1; PPARg SRC-2 ag: 3; bIAP inhibitor: -15; ROMK primary: -0.0064; Efa HMGR inh: -4; RAM inhibit: 2.9

Results for COc1cc(/C=N/NC(=O)C(Cc2c[nH]c3ccccc23)NC(=O)OCc2ccccc2)cc([N+](=O)[O-])c1O (stereo not drawn) ?
TR-FRET SRC-2 ct: 1581; L major viab: 21; S1P3 antagonist: -9; DTT redox prof: -0.4; PPARg SRC3 recr: 1; PPARg SRC1 recr: 0; PPARg SRC-2 ag: 2; bIAP inhibitor: -26; Efa HMGR inh: -2; RAM inhibit: 2.1

How did COc1ccc(-c2cc(OC)c3ccccc3n2)cc1 do in these assays?
TR-FRET SRC-2 ct: 1443; L major viab: 17; S1P3 antagonist: -1; DTT redox prof: 0.0; PPARg SRC3 recr: 8; PPARg SRC1 recr: 5; PPARg SRC-2 ag: 6; bIAP inhibitor: 5; ROMK primary: -0.84; Efa HMGR inh: 0; RAM inhibit: 0.3

How did CCOC(=O)C1(CCOc2ccccc2)CCN(Cc2cc(OC)c3c(c2)OCO3)CC1 do in these assays?
TR-FRET SRC-2 ct: 1460; L major viab: 84*; S1P3 antagonist: -16; DTT redox prof: -1.0; PPARg SRC3 recr: 6; PPARg SRC1 recr: 6; PPARg SRC-2 ag: 0; bIAP inhibitor: 10; Efa HMGR inh: 0; RAM inhibit: 0.5

How did COc1ccc(C(=O)COc2cccc(NC(=O)c3ccco3)c2)cc1 do in these assays?
TR-FRET SRC-2 ct: 1288; L major viab: 59*; DTT redox prof: 1.1; PPARg SRC3 recr: 12; PPARg SRC1 recr: 0; PPARg SRC-2 ag: 3; bIAP inhibitor: -12; ROMK primary: 0.14; Efa HMGR inh: -3; RAM inhibit: -0.2

How did CCOC(=O)C1=NOC(C(=O)NN(C)c2ncc(C(F)(F)F)cc2Cl)C1 (stereo not drawn) do in these assays?
TR-FRET SRC-2 ct: 1560; L major viab: -4; S1P3 antagonist: -8; DTT redox prof: -0.6; PPARg SRC3 recr: 0; PPARg SRC1 recr: 7; PPARg SRC-2 ag: -4; bIAP inhibitor: -14; ROMK primary: -0.73; Efa HMGR inh: -2; RAM inhibit: 0.6

What do the screens show for `CC(=O)Nc1cc(NC(C)=O)c2nc(N)sc2c1`?
TR-FRET SRC-2 ct: 1428; L major viab: -6; S1P3 antagonist: -28; DTT redox prof: 3.7; PPARg SRC3 recr: 2; PPARg SRC1 recr: -3; PPARg SRC-2 ag: 1; bIAP inhibitor: -15; Efa HMGR inh: 1; RAM inhibit: 2.5

Results for Cc1cc(C)c(C(=O)COC(=O)Cn2cnnn2)cc1C ?
TR-FRET SRC-2 ct: 1503; L major viab: -3; S1P3 antagonist: -10; DTT redox prof: 0.0; PPARg SRC3 recr: -1; PPARg SRC1 recr: -5; PPARg SRC-2 ag: -3; bIAP inhibitor: 1; ROMK primary: -0.65; Efa HMGR inh: 3; RAM inhibit: 0.9

How did O=C(CNCC1CCCCC1)Nc1ccccc1N1CCCCC1 do in these assays?
TR-FRET SRC-2 ct: 1534; L major viab: 7; DTT redox prof: 1.8; PPARg SRC3 recr: 4; PPARg SRC1 recr: -4; PPARg SRC-2 ag: 2; bIAP inhibitor: 14; Efa HMGR inh: -2; RAM inhibit: 0.1

How did CC(C)C(OC(=O)/C=C/c1ccc2c(c1)OCO2)C(=O)NC(N)=O (stereo not drawn) do in these assays?
TR-FRET SRC-2 ct: 1544; L major viab: -2; S1P3 antagonist: -6; DTT redox prof: -2.3; PPARg SRC3 recr: 3; PPARg SRC1 recr: -4; PPARg SRC-2 ag: 7; bIAP inhibitor: 12; ROMK primary: 1.7; Efa HMGR inh: -2; RAM inhibit: 4.2

What do the screens show for `CCN(CC)C(=O)c1ccccc1NC(=O)c1ccccc1SC`?
TR-FRET SRC-2 ct: 1586; L major viab: -4; S1P3 antagonist: -9; DTT redox prof: 3.6; PPARg SRC3 recr: 2; PPARg SRC1 recr: 6; PPARg SRC-2 ag: 3; bIAP inhibitor: 2; ROMK primary: 1.2; Efa HMGR inh: -6; RAM inhibit: 0.0

How did O=C(NCCOCC(F)(F)C(F)F)c1cc(F)c(F)cc1Cl do in these assays?
TR-FRET SRC-2 ct: 1506; L major viab: -3; S1P3 antagonist: -23; DTT redox prof: -1.2; PPARg SRC3 recr: 4; PPARg SRC1 recr: -2; PPARg SRC-2 ag: 1; bIAP inhibitor: 4; Efa HMGR inh: -1; RAM inhibit: 1.0

What do the screens show for `CC(C(=O)Nc1ccccc1C(=O)N1CCCC1)n1nnc2ccccc21` (stereo not drawn)?
TR-FRET SRC-2 ct: 1570; L major viab: -4; S1P3 antagonist: -17; DTT redox prof: -0.7; PPARg SRC3 recr: 3; PPARg SRC1 recr: -2; PPARg SRC-2 ag: 3; bIAP inhibitor: 9; ROMK primary: 1.1; Efa HMGR inh: -4; RAM inhibit: 2.5

What do the screens show for `CSc1ccc(C(=O)C2CCCN(C(=O)c3nn(C)c(=O)c4ccccc34)C2)cc1` (stereo not drawn)?
TR-FRET SRC-2 ct: 1653; L major viab: 5; S1P3 antagonist: 12; DTT redox prof: -0.8; PPARg SRC3 recr: -1; PPARg SRC1 recr: 4; PPARg SRC-2 ag: 5; bIAP inhibitor: 3; ROMK primary: -0.2; Efa HMGR inh: 7; RAM inhibit: -1.2

Results for Cc1ccc(N2C(=O)N(CC(=O)N(C)Cc3ccccc3)C(=O)C2C)cc1 (stereo not drawn) ?
TR-FRET SRC-2 ct: 1548; L major viab: 0; DTT redox prof: -0.1; PPARg SRC3 recr: 7; PPARg SRC1 recr: -2; PPARg SRC-2 ag: 6; bIAP inhibitor: 9; ROMK primary: -0.0093; Efa HMGR inh: 2; RAM inhibit: 0.5

What do the screens show for `C=CCn1c(SCC(=O)CC(=O)OCC)nc2cc(C(=O)N3CCC(C(N)=O)CC3)ccc2c1=O`?
TR-FRET SRC-2 ct: 1551; L major viab: -4; S1P3 antagonist: -4; DTT redox prof: -2.1; PPARg SRC3 recr: -2; PPARg SRC1 recr: 4; PPARg SRC-2 ag: 4; bIAP inhibitor: 23; ROMK primary: 0.52; Efa HMGR inh: -2; RAM inhibit: 3.0

What do the screens show for `COc1cccc(Cn2c(Oc3ccccc3)nc3c2c(=O)n(C)c(=O)n3C)c1`?
TR-FRET SRC-2 ct: 1488; L major viab: 7; DTT redox prof: -2.4; PPARg SRC3 recr: -4; PPARg SRC1 recr: 0; PPARg SRC-2 ag: 2; bIAP inhibitor: -12; ROMK primary: -0.64; Efa HMGR inh: 5; RAM inhibit: 0.7

What do the screens show for `COC(=O)CCc1n[nH]c(=O)[nH]c1=O`?
TR-FRET SRC-2 ct: 1409; L major viab: -5; S1P3 antagonist: 0; DTT redox prof: -1.0; PPARg SRC3 recr: -3; PPARg SRC1 recr: -4; PPARg SRC-2 ag: -12; bIAP inhibitor: 10; Efa HMGR inh: -7; RAM inhibit: 1.1

Results for CCOc1ccc(/C=N/n2c(SC)nnc2-c2ccccc2)cc1OCC ?
TR-FRET SRC-2 ct: 1381; L major viab: 6; DTT redox prof: 2.7; PPARg SRC3 recr: 5; PPARg SRC1 recr: 2; PPARg SRC-2 ag: -4; bIAP inhibitor: 5; Efa HMGR inh: 0; RAM inhibit: 2.0

How did CCOc1ccc(CN2CCCN(C)CC2)cc1 do in these assays?
TR-FRET SRC-2 ct: 1555; L major viab: 54*; DTT redox prof: 0.6; PPARg SRC3 recr: -3; PPARg SRC1 recr: 1; PPARg SRC-2 ag: 0; bIAP inhibitor: 4; ROMK primary: -0.12; Efa HMGR inh: -1; RAM inhibit: 1.3

What do the screens show for `O=C(CCl)Nc1cccc(S(=O)(=O)N2CCCCCC2)c1`?
TR-FRET SRC-2 ct: 1458; L major viab: 85*; S1P3 antagonist: -10; DTT redox prof: 0.5; PPARg SRC3 recr: -7; PPARg SRC1 recr: 3; PPARg SRC-2 ag: -5; bIAP inhibitor: -1; Efa HMGR inh: -2; RAM inhibit: -0.1

How did Cc1csc(SC(C)C(=O)NCc2ccc3c(c2)OCO3)n1 (stereo not drawn) do in these assays?
TR-FRET SRC-2 ct: 1487; L major viab: -3; S1P3 antagonist: 5; DTT redox prof: 0.3; PPARg SRC3 recr: 0; PPARg SRC1 recr: 2; PPARg SRC-2 ag: 5; bIAP inhibitor: -4; ROMK primary: 0.51; Efa HMGR inh: -1; RAM inhibit: 0.9

What do the screens show for `CCOC(=O)C1(CCOC)CCN(Cc2ccncc2)CC1`?
TR-FRET SRC-2 ct: 1437; L major viab: -1; S1P3 antagonist: -12; DTT redox prof: -1.1; PPARg SRC3 recr: 0; PPARg SRC1 recr: -2; PPARg SRC-2 ag: -7; bIAP inhibitor: 7; Efa HMGR inh: 0; RAM inhibit: 0.1

What do the screens show for `S=C(NC1CCCCC1)N1CCN(c2ncccn2)CC1`?
TR-FRET SRC-2 ct: 1659; L major viab: 1; S1P3 antagonist: -4; DTT redox prof: -1.3; PPARg SRC3 recr: 5; PPARg SRC1 recr: 7; PPARg SRC-2 ag: -3; bIAP inhibitor: 4; ROMK primary: -0.18; Efa HMGR inh: -2; RAM inhibit: -0.1

Results for COC(CNC(=O)[C@H](CSCc1ccccc1)N1Cc2ccccc2C1=O)OC ?
TR-FRET SRC-2 ct: 1561; L major viab: 3; S1P3 antagonist: -19; DTT redox prof: -1.5; PPARg SRC3 recr: 8; PPARg SRC1 recr: 0; PPARg SRC-2 ag: 7; bIAP inhibitor: 10; Efa HMGR inh: -4; RAM inhibit: 0.1

What do the screens show for `NS(=O)(=O)c1ccc(CNC(=O)/C=C/c2ccccc2)cc1`?
TR-FRET SRC-2 ct: 1662; L major viab: -2; DTT redox prof: -5.0; PPARg SRC3 recr: 7; PPARg SRC1 recr: 9; PPARg SRC-2 ag: 3; bIAP inhibitor: 8; Efa HMGR inh: -5; RAM inhibit: 1.2

What do the screens show for `COc1ccc2oc(-c3ccc(C)c(NC(=O)c4ccc(N5CCOCC5)c([N+](=O)[O-])c4)c3)nc2c1`?
TR-FRET SRC-2 ct: 1454; L major viab: 1; DTT redox prof: 3.0; PPARg SRC3 recr: 5; PPARg SRC1 recr: 0; PPARg SRC-2 ag: -2; bIAP inhibitor: 7; Efa HMGR inh: -1; RAM inhibit: 7.3

Looked up by compound from the entries so far:
How did O=C(NCCOCC(F)(F)C(F)F)c1cc(F)c(F)cc1Cl do in these assays?
TR-FRET SRC-2 ct: 1506; L major viab: -3; S1P3 antagonist: -23; DTT redox prof: -1.2; PPARg SRC3 recr: 4; PPARg SRC1 recr: -2; PPARg SRC-2 ag: 1; bIAP inhibitor: 4; Efa HMGR inh: -1; RAM inhibit: 1.0

What do the screens show for `S=C(NC1CCCCC1)N1CCN(c2ncccn2)CC1`?
TR-FRET SRC-2 ct: 1659; L major viab: 1; S1P3 antagonist: -4; DTT redox prof: -1.3; PPARg SRC3 recr: 5; PPARg SRC1 recr: 7; PPARg SRC-2 ag: -3; bIAP inhibitor: 4; ROMK primary: -0.18; Efa HMGR inh: -2; RAM inhibit: -0.1
